From PubChem BioAssay
FLuc counter: firefly luciferase modulation, counter-screen for miR-21 project | Potency, µM (titrated, usually from 57.5 µM), without a hit: at the top dose activity change, negative = inhibition, usual class: inhibitors | purified FLuc, Km substrates, luminescence inhibition | 6.9% of 360,000 active;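 also: plate controls were vehicle for no effect and reference inhibitor for full effect; nearly all actives have a fitted effect of over 55% in size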
Target sequence (P08659 whole entry, looked up): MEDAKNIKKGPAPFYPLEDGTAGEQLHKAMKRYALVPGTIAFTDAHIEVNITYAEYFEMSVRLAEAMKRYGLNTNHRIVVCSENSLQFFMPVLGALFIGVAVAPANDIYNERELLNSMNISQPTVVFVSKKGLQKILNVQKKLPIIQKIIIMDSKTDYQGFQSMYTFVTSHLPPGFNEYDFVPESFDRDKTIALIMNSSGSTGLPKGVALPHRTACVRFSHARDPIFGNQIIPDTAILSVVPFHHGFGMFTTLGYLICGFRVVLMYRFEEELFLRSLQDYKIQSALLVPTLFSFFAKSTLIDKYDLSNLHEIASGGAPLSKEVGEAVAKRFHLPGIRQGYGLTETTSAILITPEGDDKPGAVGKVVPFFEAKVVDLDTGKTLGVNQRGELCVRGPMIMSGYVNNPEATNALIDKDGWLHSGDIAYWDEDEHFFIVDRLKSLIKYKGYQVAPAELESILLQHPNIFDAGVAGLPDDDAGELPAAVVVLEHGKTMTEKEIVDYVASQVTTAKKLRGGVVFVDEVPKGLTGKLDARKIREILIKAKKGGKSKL
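Purified P. pyralis luciferase, 10 nM final, with Km-level 10 uM D-luciferin and 10 uM ATP in 50 mM Tris acetate pH 7.5, 10 mM Mg acetate, 0.01% Tween-20, 0.05% BSA; 6-point qHTS titration about 60 µM downward; luminescence read.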
ELG1 genotoxic: genotoxicity induction in ELG1-luciferase HEK293T cells. HEK293T ELG1-luciferase reporter, luminescence, 16 h. Potency, µM (series often up to 46 µM), inactives show at the highest dose activity change, positive = activation, most hits filed as activators. 1.3% of 330,000 active; also: % of control where 0% means no effect; nearly all actives have a fitted effect of over 60% in size
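After overnight (16 hr) compound treatment at 37 °C, ELG1-luciferase HEK293T cells were lysed with ONE-Glo; luminescence quantified 30 min later at room temperature.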
RORgamma inh: ROR gamma (mouse) transcription inhibition; 5.4% of 310,000 active; P51450; Drosophila S2 Gal4-RORgamma UAS-luciferase reporter, 20 h; Potency, µM (series often up to 53.6 µM), without a hit: at the top dose activity change, negative = inhibition, usual class: inhibitors; also: % is scaled to controls: 0 for no effect and ±100 for the full control effect; nearly all actives have a fitted effect of over 60% in size
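Schneider cells (Drosophila), stable Gal4 DBD–ROR gamma + UAS-luc; 1 hr cmpd preincubation; Cu2+ induction 700 uM final; 20 hr ambient; luminescence.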
Rab9 prom act: Rab9 promoter activation; Huh7 Rab9 promoter-luciferase reporter, luminescence, 24 h; Potency, µM (series often up to 9.22 µM), inactives show top-dose activation, negative = inhibition, hits mostly activators; 2.8% of 320,000 active; AID 485297; also: % of control where 0% means no effect; nearly all actives have a fitted effect of over 60% in size
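Huh7 cells stably carrying Rab9 promoter–luciferase reporter, plated 1500 cells/well, compound added after 2 h and incubated 24 h at 37 °C; luciferase luminescence then read after 10 min with detection reagent.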
uPA generation: cell surface uPA generation inhibition; AID 540303; Potency, µM (doses to about 38.3 µM), without a hit: top-dose activity change, negative = inhibition, actives largely listed as inhibitors; 0.31% of 330,000 active; cell surface uPA generation assay, qHTS; active = well fitted inhibition curve with a large enough effect; inconclusive = small, poorly fitted or top-dose-only effect; inactive = no such curve, though single readings can be large or run the other way; tested in mouse RAW 264.7 cells; also: % is scaled to controls: 0 for no effect and ±100 for the full control effect; nearly all actives have a fitted effect of over 55% in size
NPC1 promoter act: activates the NPC1 promoter. Potency, µM (highest dose often 9.22 µM), inactives show top-dose activation, most hits filed as activators. Huh7 NPC1 promoter luciferase reporter, 24 h. 2.4% of 320,000 active;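 also: % of control where 0% means no effect; nearly all actives have a fitted effect of over 60% in size; reporter is driven by a mutant NPC1 promoter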
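Cells: Huh7 expressing luciferase under the NPC1 promoter, 1500/well. Seeded 2 h, compound added, incubated 24 h at 37 °C. Luciferase reagent, 10 min ambient, then luminescence.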
BRCA1 expr act: increases BRCA1 expression. 1.1% of 380,000 active. Potency, µM (top dose mostly 46.1 µM), inactives show top-dose activation, usual class: activators. MCF7-BRCA1-FFLuc reporter, luminescence, 48 h; response scale: scaled: vehicle 0%, 10 µM genistein 100%; also: nearly all actives have a fitted effect of over 80% in size; some results filed as inactive show a strong effect at the top dose
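Luminescence from a BRCA1-driven firefly luciferase in MCF7 cells was the read-out, taken 15 min after substrate addition following 48 h compound exposure at 37 °C. Data were normalized to a 10 microM genistein control and DMSO vehicle.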
p53 reactivation: re-activators of mutant p53; Potency, µM (titrated, usually from 92.2 µM), without a hit: at the highest dose activity change, positive = activation, hits mostly activators; 0.063% of 320,000 active; AID 504706; H1299 p53-A138V BP100-luciferase reporter, luminescence, 24 h; also: % of control where 0% means no effect; nearly all actives have a fitted effect of over 45% in size
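p53-null H1299 cells stably carrying temperature-sensitive p53-A138V and a BP100-luciferase reporter were pinned with compounds (4-point, 1:5 series) and held 24 hrs at 37 deg C. Luminescence was read 10 min after detection reagent.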
MBNL1 CUG block: MBNL1-poly(CUG) RNA binding inhibition | Q9NR56 | 0.036% of 280,000 active | Potency, µM (top dose mostly 57.5 µM), inactives show at the highest dose activity change, negative = inhibition, most hits filed as inhibitors | TR-FRET MBNL1-His/biotin-(CUG)12 binding, 665/545 ratio; active = well fitted inhibition curve with a large enough effect in the signal ratio, with a control signal flat, not every such curve was filed as active; inconclusive = small, poorly fitted or top-dose-only effect, or effect the other way, or a change in a side signal; inactive = no such curve, though single readings can be large or run the other way; the % refers to the signal ratio; also: % is scaled to controls: 0 for no effect and ±100 for the full control effect
Target sequence (Q9NR56 whole entry, looked up): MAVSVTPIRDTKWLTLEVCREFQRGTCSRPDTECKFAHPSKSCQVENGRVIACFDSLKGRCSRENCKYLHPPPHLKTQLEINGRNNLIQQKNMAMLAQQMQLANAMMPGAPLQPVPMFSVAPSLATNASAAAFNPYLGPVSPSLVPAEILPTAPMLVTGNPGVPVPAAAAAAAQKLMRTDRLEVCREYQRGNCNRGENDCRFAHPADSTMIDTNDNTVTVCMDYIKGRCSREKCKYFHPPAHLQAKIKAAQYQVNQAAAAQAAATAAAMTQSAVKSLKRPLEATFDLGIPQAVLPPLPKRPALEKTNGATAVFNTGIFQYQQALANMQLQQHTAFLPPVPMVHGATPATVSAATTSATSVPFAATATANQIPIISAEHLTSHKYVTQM
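Compound titration spanned 92 nM–58 uM against the MBNL1-His/biotin-(CUG)12 complex. After 60 min at room temperature with 5 nM streptavidin-XL665 and 0.055 ng/ul terbium anti-His, ratiometric 665/545 nm emission (Ex 340 nm) normalized to controls.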
VP16 counter: Gal4-VP16 reporter inhibition counter-screen. Drosophila S2 Gal4-VP16 UAS-luciferase, luminescence, 20 h. Potency, µM (series often up to 53.6 µM), for the others: at the top dose activity, negative = inhibition, hits mostly inhibitors. 3.5% of 310,000 active. AID 2546;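 also: Gal4-VP16 expression switched on by copper sulfate through the metallothionein promoter; % is scaled to controls: 0 for no effect and ±100 for the full control effect; nearly all actives have a fitted effect of over 50% in size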
Active calls of the source: *; ? = inconclusive; · = no result given; [ ] = remark or other dose. Unless noted, calls follow the shape of the dose curve; as a rule, active = well fitted curve in the direction sought with a large enough effect; inconclusive = small, poorly fitted or top-dose-only effect, or another doubt; inactive = no such curve, though single readings can be large; an effect the other way counts as inactive or inconclusive. Potency is read from the fitted curve at half-maximal effect.

SMILES	FLuc counter	ELG1 genotoxic	RORgamma inh	Rab9 prom act	uPA generation	NPC1 promoter act	BRCA1 expr act	p53 reactivation	MBNL1 CUG block	VP16 counter
COCCCNC(=O)CN(CCc1ccccc1)S(=O)(=O)c1ccccc1	0%	0%	-7%	-5%	7%	-5%	-2%	-3%	-4%	22%
CCCN(C(=O)CSc1nnnn1C)C1CCS(=O)(=O)C1 (stereo not given)	-1%	-1%	13%	-6%	3%	-3%	-3%	3%	3%	3%
O=C(Cn1cnc2c(cnn2-c2ccc(F)cc2)c1=O)NCCc1ccccc1	0%	1%	-6%	-1%	-5%	-6%	8%	-7%	-19%	2%
CC(OC(=O)c1ccc(Cl)c(S(N)(=O)=O)c1)C(=O)NCC1CCCCC1 (stereo not given)	1%	2%	·	11%	2%	-1%	-2%	-5%	·	·
Cc1ccccc1NC(=O)C(C)c1ccc(-c2ccccc2)c(F)c1 (stereo not given)	2%	11%	5%	-6%	3%	-5%	-30%	-4%	-2%	?
C[C@H](NC(=O)C(c1ccccc1)c1ccccc1)c1ccccc1	0%	0%	-11%	-1%	0%	-1%	-33%	-1%	-4%	-13%
COc1cc(C(=O)Nc2ccc(C#N)cc2)c([N+](=O)[O-])cc1OC	-1%	0%	-24%	4%	1%	-1%	-13%	18%	?	3%
CN(Cc1cnccn1)Cc1cn(Cc2ccccc2)nc1-c1ccc2c(c1)OCO2	5%	-3%	28%	0%	10%	-5%	-15%	-2%	-1%	3%
O=C(Nc1ccc(N2CCOCC2)cc1N1CCOCC1)c1ccc([N+](=O)[O-])cc1	1%	-1%	-19%	0%	1%	-1%	-20%	-10%	6%	-10%
O=C1NCCN(Cc2cccc(Oc3ccccc3)c2)C1CC(=O)N1CCCCO1 (stereo not given)	1%	-2%	-4%	-16%	3%	-4%	6%	1%	-9%	-6%
Cc1ccc(NC2=C(Cl)C(=O)c3ccccc3C2=O)cc1	-23%	?	?	-33%[inhibitor]	-2%	-34%[inhibitor]	-64%	5µM*	?	?
C=CCNC(=S)NNC(=O)c1ccc(OCCCC)cc1	-1%	-1%	8.9µM*	0%	-6%	2%	4%	0%	-13%	?
COc1cc(/C=C2\NC(=S)N(C)C2=O)ccc1OCc1ccccc1F	-2%	7%	11µM*	-4%	-12%	1%	-10%	-1%	0%	?
CCOc1ccc(NC(=O)CCS(=O)(=O)c2ccc(C)cc2)cc1	-1%	-2%	45%	5%	3%	-1%	-7%	-7%	-1%	1%
O=C(CSc1n[nH]c(-c2ccccc2)n1)Nc1ccc(F)cc1F	0%	1%	?	0%	0%	-1%	-11%	-2%	-4%	-4%
Nc1c(N(CCC2=CCCCC2)C(=O)COc2ccc(F)cc2)c(=O)[nH]c(=O)n1Cc1ccccc1	6%	-14%	·	-7%	?	-9%	-76%	-22%	·	·
Cc1ccc(C)c2[nH]c(=O)c(C(c3nnnn3C3CCCC3)N3CCOCC3)cc12 (stereo not given)	0%	0%	-3%	-2%	0%	-1%	-21%	-1%	2%	8%
O=CN1CCC(=O)N(Cc2ccccc2)c2ccccc21	2%	2%	12%	-9%	·	-1%	-3%	1%	-2%	0%
Cc1nc(Nc2ccc(Cl)cc2)c2oc3ccccc3c2n1	-9%	-12%	-19%	1%	1%	12%	-15%	-1%	82%[activator]	?
O=C(Nc1ccccc1C(F)(F)F)C1CCN(C(=O)Cc2ccccc2)CC1	-1%	-4%	-18%	2%	12%	-1%	-6%	8%	0%	4%
CCn1ncc(Br)c1C(=O)Nc1cc(C)cc(C)c1	0%	-1%	1%	1%	1%	-5%	-3%	13%	-2%	2%
COc1ccccc1CCC(=O)OCC(=O)c1c(N)n(CC(C)C)c(=O)n(C)c1=O	-1%	-2%	·	-3%	-15%	-8%	-25%	1%	·	·
Cc1ccc(NC(=O)COc2ncnc3c(Cl)cc(Cl)cc23)cc1[N+](=O)[O-]	4%	2%	2%[10 µM]	1%	4%	-4%	-35%	5%	·	-3%
CCOC(=O)Cc1csc(NC(=O)C2CCCCC2C(=O)O)n1 (stereo not given)	-2%	4%	0%	-6%	-1%	-3%	19%	1%	-6%	-11%
Cc1cc(Br)ccc1NC(=O)CNC(=O)CN(C)Cc1nc2ccccc2c(=O)[nH]1	2%	-1%	13µM*	5%	4%	1%	-3%	-12%	-5%	-30%

As a short view, 4 of the compounds above:
SMILES	FLuc counter	ELG1 genotoxic	RORgamma inh	Rab9 prom act	uPA generation	NPC1 promoter act	BRCA1 expr act	p53 reactivation	MBNL1 CUG block	VP16 counter
COc1ccccc1CCC(=O)OCC(=O)c1c(N)n(CC(C)C)c(=O)n(C)c1=O	-1%	-2%	·	-3%	-15%	-8%	-25%	1%	·	·
Cc1ccc(NC(=O)COc2ncnc3c(Cl)cc(Cl)cc23)cc1[N+](=O)[O-]	4%	2%	2%[10 µM]	1%	4%	-4%	-35%	5%	·	-3%
CCOC(=O)Cc1csc(NC(=O)C2CCCCC2C(=O)O)n1 (stereo not given)	-2%	4%	0%	-6%	-1%	-3%	19%	1%	-6%	-11%
Cc1cc(Br)ccc1NC(=O)CNC(=O)CN(C)Cc1nc2ccccc2c(=O)[nH]1	2%	-1%	13µM*	5%	4%	1%	-3%	-12%	-5%	-30%

Next part
SMILES	FLuc counter	ELG1 genotoxic	RORgamma inh	Rab9 prom act	uPA generation	NPC1 promoter act	BRCA1 expr act	p53 reactivation	MBNL1 CUG block	VP16 counter
COc1ccccc1NC(=O)C1CCCN(C(=O)Nc2ccc(F)cc2)C1 (stereo not given)	3%	-3%	1%	3%	4%	-1%	4%	-4%	10%	2%
NNC(=O)c1ccccc1OCc1ccccc1	-3%	1%	7%	-4%	-11%	-3%	1%	5%	-13%	-3%
Cc1cnc(NC(=O)Cc2ccc(Br)cc2)s1	-1%	10%	-3%	-5%	8%	-6%	4%	-9%	-7%	2%
Cc1cccc(CSc2nnc(Cn3c(=O)sc4ccccc43)n2C)c1	0%	-4%	21%	-4%	-8%	-6%	6%	2%	-5%	3%
Cc1nc2ccccc2c2nc3ccccc3n12	?	?	-15%	3%[1.84 µM]	?	7%	90%	7%	0%	-14%
COC(=O)[C@H](CC(C)C)NC(=O)N1CCN(c2cccc(C(F)(F)F)c2)CC1	-2%	-4%	15%	-6%	·	1%	-12%	-3%	-2%	-5%
O=C(NCCN1CCOCC1)c1cc(-c2ccc(Cl)c(Cl)c2)on1	-1%	0%	-13%	2%	-1%	-4%	-8%	-1%	-2%	1%
CC(Sc1nnc(NC2CC2)s1)C(=O)Nc1ccc(S(N)(=O)=O)cc1 (stereo not given)	·	1%	·	·	1%	·	6%	11%	·	·
COC1(OC)N=C(N)C2(C#N)C(c3ccccc3)NC(C)=CC12C#N (stereo not given)	6%	3%	-11%	-2%	3%	3%	-9%	-13%	8%	-12%
CC(C)=CCN1CCN(Cc2c(C)nn(C)c2Cl)CC1CCO (stereo not given)	4%	-1%	-3%	-3%	0%	-1%	15%	3%	-2%	-1%
Nc1c(N(Cc2ccco2)C(=O)COc2ccccc2F)c(=O)[nH]c(=O)n1Cc1ccccc1	-2%	1%	·	-4%	-16%	-6%	29%	0%	·	·
COc1ccc(CC(=O)OCC(=O)Nc2c(C)n(C)n(-c3ccccc3)c2=O)cc1OC	1%	-2%	·	10%	18%	1%	0%	4%	·	·
O=C(NCc1cccc(F)c1)c1cccc(OC2CCN(C(=O)C3CC3)CC2)c1	-7%	-12%	25%	-18%	-74%	-5%	-34%	0%	-2%	-12%
COCCOC(=O)c1c(C)oc2ccc(OS(C)(=O)=O)cc12	-22%	3%	36%	9%	-23%	-1%	22%	3%	3%	-11%
CN(Cc1ccccc1)C(=O)c1ccc(NC(=O)Cc2cccc(NC(=O)C3CCCN(C(=O)C4CCC4)C3)c2)cc1 (stereo not given)	-19%	-3%	·	3%	-8%	-5%	-18%	-7%	·	·
COc1ccc2[nH]c(C)c(CCN(Cc3cccs3)C(=S)Nc3ccccc3)c2c1	1%	17%	1.8µM*	-4%	?	-3%	-1%	-5%	6%	-22%
O=C(Nc1cc(Cl)ccn1)C1(c2ccccc2)CC1(Cl)Cl (stereo not given)	2%	-9%	13%	-4%	3%	-1%	-29%	5%	·	1%
COc1cc(CN2CC(=O)N(c3cc(Cl)ccc3C)C2=S)cc(OC)c1OC	-1%	-6%	-15%	-5%	-10%	-8%	-31%	7%	-2%	6%
Cc1csc(NC(=O)C(CC(C)C)NS(=O)(=O)c2ccc3c(c2)oc(=O)n3C)n1 (stereo not given)	?	?	14%	9%	15%	8%	-17%	14%	-12%	18%
O=C(NCc1ccncc1)c1ccc(Cl)c(S(=O)(=O)N2CCOCC2)c1	2%	-1%	1%	-3%	-3%	-2%	-6%	-4%	-18%	-1%
O=C(NC1CCCC1)C(c1ccccn1)N(Cc1ccc(F)cc1)C(=O)c1csnn1 (stereo not given)	2%	-2%	-19%	1%	6%	1%	-21%	0%	-5%	-3%
COc1ccccc1N1CCN(C(=O)Cn2nc(C(F)(F)F)c3c2CCC3)CC1	1%	-5%	32%	0%	7%	-1%	-20%	-4%	2%	-3%
COc1ccc(C(=O)NCCN2CCN(C(=O)c3ccc(OC)c(OC)c3)CC2)cc1OC	-2%	1%	-13%	-5%	0%	3%	-27%	4%	-1%	-1%
CCSc1nc2[nH]ncc2c(=O)[nH]1	5%	1%	-2%	-2%	0%	2%	11%	3%	-15%	-7%
CC1CCCCC1NC(=O)/C(C#N)=C/c1ccc2c(c1)OCCO2 (stereo not given)	?	12%	37%	1%	?	0%	-30%	4%	-8%	-20%

Outcome played no part in choosing rows (roughly 13% active in at least one column).
